LmPK inh: LmPK (Leishmania mexicana) enzyme inhibition | Q27686 | purified LmPK, Kinase-Glo ATP luminescence, 1 h | Potency, µM (highest dose often 57.5 µM), for inactives: at the top dose activity change, negative = inhibition, actives largely listed as inhibitors | 290,000 compounds, 0.37% hits; further: potency means the concentration at half of the fitted maximal effect
Target sequence (Q27686 whole entry, looked up): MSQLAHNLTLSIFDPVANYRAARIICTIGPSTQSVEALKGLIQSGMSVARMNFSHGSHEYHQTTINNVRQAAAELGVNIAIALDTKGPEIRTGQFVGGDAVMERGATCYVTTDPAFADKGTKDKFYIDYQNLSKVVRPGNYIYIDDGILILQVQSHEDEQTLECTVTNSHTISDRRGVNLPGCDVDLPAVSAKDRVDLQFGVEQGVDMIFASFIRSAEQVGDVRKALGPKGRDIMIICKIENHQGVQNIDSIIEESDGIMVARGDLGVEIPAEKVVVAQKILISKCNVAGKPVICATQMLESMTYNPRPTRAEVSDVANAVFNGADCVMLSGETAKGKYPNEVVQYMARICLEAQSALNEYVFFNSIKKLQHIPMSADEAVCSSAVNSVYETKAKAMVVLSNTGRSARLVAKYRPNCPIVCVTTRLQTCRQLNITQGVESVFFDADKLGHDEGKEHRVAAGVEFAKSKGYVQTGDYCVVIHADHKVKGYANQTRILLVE
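0.1 nM LmPK, 0.5 mM PEP, 0.1 mM ADP; 50 mM imidazole pH 7.2, 7 mM MgCl2, 50 mM KCl; 1 h RT. Kinase-Glo luminescence readout, normalized to no-enzyme (full inhibition) and uninhibited wells.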
AmpC detergent: AmpC beta-lactamase inhibition with detergent present. P00811. AmpC hydrolysis of nitrocefin, absorbance 480 nm, 0.01% Triton. Potency, µM (highest dose often 114 µM), for the others: at the highest dose activity change, negative = inhibition, hits mostly inhibitors. 370,000 compounds, 0.041% hits;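 further: potency means the concentration at half of the fitted maximal effect; 0% = no-compound wells and -100% = no-enzyme wells; nearly all actives have a fitted effect of over 25% in size; some results filed as inactive show a strong effect at the top dose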
Target sequence (P00811 whole entry, looked up): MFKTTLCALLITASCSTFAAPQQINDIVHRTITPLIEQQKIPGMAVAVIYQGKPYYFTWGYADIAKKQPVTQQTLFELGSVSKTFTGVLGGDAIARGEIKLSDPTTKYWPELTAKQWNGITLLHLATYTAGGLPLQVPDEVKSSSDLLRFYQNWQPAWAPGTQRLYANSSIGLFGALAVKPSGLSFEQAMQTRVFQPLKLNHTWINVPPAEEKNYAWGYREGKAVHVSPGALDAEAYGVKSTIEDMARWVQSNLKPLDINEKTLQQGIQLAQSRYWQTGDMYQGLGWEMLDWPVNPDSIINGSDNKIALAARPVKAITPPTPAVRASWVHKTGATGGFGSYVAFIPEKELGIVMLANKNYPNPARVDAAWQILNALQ
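20 mM phosphate pH 7.0 + 0.01% (detergent screen) or 0.0001% Triton X-100; 5.3 nM AmpC reagent; cpd preinc 15 min RT; nitrocefin (800 uM stock) to start; A480 q20 s × 4 min; Activity was normalised to no-enzyme and no-compound control wells.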
HCV inh: inhibitors of hepatitis C virus infection | AID 651820 | Huh7.5.1 HCVcc-Cre infection, luciferase reporter, 44 h | Potency, µM (series often up to 41.8 µM), for inactives: at the highest dose activity change, negative = inhibition, usual class: inhibitors | 340,000 compounds, 3.4% hits; further: potency means the concentration at half of the fitted maximal effect
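Infectious HCVcc-Cre (~0.5 moi) was added to cells just after compound, with cells seeded 4 h earlier at 1,000 per well. Luciferase activity after 44 h culture reported infection; substrate was incubated 15 min at room temperature before reading.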
AMA1-RON2 inh: AMA1-RON2 (P. falciparum) interaction inhibition | AID 720542 | 360,000 compounds, 0.2% hits | AlphaScreen AMA1-biotinylated RON2 peptide binding | Potency, µM (top dose mostly 58.2 µM), without a hit: at the highest dose activity change, negative = inhibition, usual class: inhibitors;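 further: potency means the concentration at half of the fitted maximal effect; 0% = vehicle wells and -100% = peptide control; nearly all actives have a fitted effect of over 45% in size; some results filed as inactive show a strong effect at the top dose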
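AMA1 (3D7) with his tag at 25 nM final met compounds first, then biotinylated RON2 peptide at 25 nM; detection used donor plus acceptor beads, 10 µg/mL apiece, read by AlphaScreen after 30 min at room temperature.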
HCMV inh: human cytomegalovirus inhibition | HFF cells, HCMV-luciferase reporter, 72 h; stronger effect = lower value | activity change, negative = inhibition, % at 57.5 µM | 410,000 compounds, 4.5% hits | AID 1259415; in the data active means activity change below about -60%; inconclusive means no clear call, values can overlap the other calls; inactive means above about -39%
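Steps: HFFs plated, 16 h 37C; compounds added; HCMV-luciferase added to MOI 1 PFU/cell; 72 h 37C; OneGlo reagent, 5 min room temperature; luminescence read, normalized to controls.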
AmpC no deterg: AmpC beta-lactamase inhibition without detergent | AmpC nitrocefin hydrolysis, absorbance 480 nm, 0.0001% Triton | Potency, µM (top dose mostly 57.1 µM), for the others: at the top dose activity change, negative = inhibition, hits mostly inhibitors | 330,000 compounds, 0.52% hits | AID 485341;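 further: potency means the concentration at half of the fitted maximal effect; plate controls were no compound for no effect and no enzyme for full effect; nearly all actives have a fitted effect of over 20% in size; some results filed as inactive show a strong effect at the top dose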
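AmpC (5.3 nM in the dispensed reagent) in 20 mM phosphate pH 7.0 with 0.01% (detergent screen) or 0.0001% Triton X-100 was preincubated with compounds for 15 min at room temperature. Nitrocefin was then added from an 800 uM solution, and hydrolysis was followed at 480 nm.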
TbPYK inhibitor: blocks Trypanosoma brucei pyruvate kinase; Potency, µM (doses to about 76.8 µM), without a hit: at the top dose activity, negative = inhibition, most hits filed as inhibitors; TbPYK enzyme, Kinase-Glo Plus ATP luminescence, 45 min; 410,000 compounds, 0.12% hits; Q57TT1; further: potency means the concentration at half of the fitted maximal effect; nearly all actives have a fitted effect of over 50% in size
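In this concentration-response screen, enzyme-free wells defined baseline while DMSO plates tracked drift. Each reaction combined TbPYK, substrate, compound and 130 uM ADP for 45 min at room temperature. Kinase-Glo Plus luminescence gave the signal.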
The depositor's hits bear a star; u = inconclusive; x = not tested or not shown; & = joins results of further samples; [ ] = remark or other dose. Unless noted, the call rests on the fitted dose curve; in most records, active means well fitted curve in the direction sought with a large enough effect; inconclusive means small, poorly fitted or top-dose-only effect, or another doubt; inactive means no such curve, though single readings can be large; an effect the other way counts as inactive or inconclusive. Unless noted, on the % scale 0 is the no-effect control and ±100 the full control effect.

SMILES | LmPK inh | AmpC detergent | HCV inh | AMA1-RON2 inh | HCMV inh | AmpC no deterg | TbPYK inhibitor
COc1ccc(C(=O)N/C(=C\c2ccc(-c3cccc([N+](=O)[O-])c3)o2)C(=O)NCCCN2CCOCC2)cc1 | x | x | x | 3% | -26 | x | 3%
CCS(=O)(=O)CCn1c([N+](=O)[O-])cnc1C | -4% | -5% | -11%[8.37 µM] | -2% | -11 | -19% | 12%
Cc1cc(C)n(-c2ccc(C(=O)OCC(=O)Nc3ccccc3F)cc2)n1 | x | x | 5% | 16% | 88 | -22% | -7%
O=C(COc1ccc2ccc(=O)oc2c1)N1CCN(c2ccccc2)CC1 | -3% | 3% | -12% | 2% | -34 | 16% | -7%
Cc1noc(C)c1CSc1ccc(Br)cc1 | 1% | 2% | 9% | -2% | -1 | -5% | 7%
COc1ccc(N=Nc2cc(C)c(O)c(CN3CCCCC3)c2)cc1 | -4% | 6% | -16% | 20µM* | -16 | 2% | 3%
CCOC(=O)CNC(=O)c1cccnc1 | -4% | -3% | -1% | -4% | 15 | -12% | 1%
Cc1cc(OCC(=O)NN2C(=O)c3ccccc3C2=O)ccc1Cl | 4% | -16% | 4% | 0% | -7 | -29% | -5%
O=C(CSCC(=O)N1CCCCC1)Nc1nc(-c2ccc(Cl)s2)cs1 | 5% | -12% | -14% | -2% | 46 | -19% | 5%
C/C(=N\O)C(=O)OC1CC(C)CCC1C(C)C (stereo unspecified) | 14% | -13% | 6% | -9% | 31 | -35% | 2%
Cc1csc2nc(COC(=O)c3ccccc3NC(=O)COc3ccccc3F)cc(=O)n12 | x | 5% | x | x | -33 | x | 5%
Cc1ccc(OCc2cc(C(=O)NC3CCc4ccccc43)no2)cn1 (stereo unspecified) | -1% | 3% | u | -11% | 15 | 59% | 7%
CS(=O)(=O)Nc1cccc(C2=NN(C(=O)c3cccc([N+](=O)[O-])c3)C(c3cccs3)C2)c1 (stereo unspecified) | -3% | -2% | u | -5% | -17 | -29% | 2%
O=C(N/N=C/c1cccnc1)c1ccc2c(c1)OCCO2 | -9% | 4% | 10% | -2% | 3 | -21% | 6%
O=C(O)CCC(=O)Nc1ccc(OCC2CCCO2)cc1 (stereo unspecified) | 0% | u | 17% | 2% | -8 | -12% | 7%
CN1C(=O)CSc2ccc(NC(=O)N3CCC(N4CCCCC4)CC3)cc21 | 4% | 2% | -17% | -5% | 13 | -15% | -11%
Cn1cccc1C(=O)OCC(=O)N1c2ccccc2NC(=O)C1(C)C | -1% | -10% | 8% | -1% | 9 | -5% | 0%
Cc1csc(NC(=O)c2ccccc2[N+](=O)[O-])n1 | 2% | u | 0% | -5% | 33 | -10% | -6%
Cc1cc(NC(=S)NC(=O)/C=C/c2ccc(S(=O)(=O)N3CCOCC3)cc2)ccc1Br | 1% | -1% | u | -12% | -36 | -12% | -5%
CCC1=NN(C(=O)Cc2ccccc2)C(O)(c2ccncc2)C1 (stereo unspecified) | 4% | -4% | 22% | 46%[activator] | u | 74%[activator] | -2%
CCCOc1cccc(C(=O)N(Cc2sccc2C)C2CCS(=O)(=O)C2)c1 (stereo unspecified) | x | 10% | x | x | -20 | x | 4%
O=C(NCc1ccccc1)c1onc(CS(=O)(=O)c2ccc(Cl)cc2)c1C(=O)NCc1ccccc1 | x | -12% | 7% | 6% | -22 | -20% | -1%
CC(C)C(=O)Nc1cccc(-c2csc(-c3ccccc3)n2)c1 | 5% | -1% | u | 5%[11.6 µM] | u | -12% | -7%
O=C(Nc1cc(S(=O)(=O)N2CCOCC2)ccc1N1CCCC1)c1ccc(F)cc1 | x | 6% | 9% | 11% | 5 | 16% | -13%
CC1CCN(C(=O)CCNS(=O)(=O)c2ccc(Cl)cc2)CC1 | 2% | 1% | -4% | -18% | -2 | -13% | -18%
SMILES | LmPK inh | AmpC detergent | HCV inh | AMA1-RON2 inh | HCMV inh | AmpC no deterg | TbPYK inhibitor
CN(C)c1ncnc2c1ncn2[C@H]1CN(Cc2ccccc2)C[C@@H](CO)O1 | x | x | x | 0% | 17 | x | 2%
COc1ccc(CN=CC2=C(O)CNC2=O)cc1 | 1% | -7% | 4% | 0% | -5 | -20% | -18%
Cc1nc(-c2cccc(NS(=O)(=O)c3ccc4ccccc4c3)c2)cs1 | 8% | -20% | 10% | -6% | -19 | -48% | x
O=C(Nc1ccc(Cl)c(C(F)(F)F)c1)[C@@H]1CC=C[C@@H]2CCN(Cc3ccc(Cl)c(Cl)c3)C(=O)[C@@H]21 | x | x | 4% | 28% | -30 | x | 2%
CCOC(=O)c1sc2ncn(CC(=O)NCC3CCCO3)c(=O)c2c1C (stereo unspecified) | -2% | -21% | -7% | -12% | -20 | -13% | -2%
Nc1nc(SCC(=O)NC2CCCC2)[nH]c(=O)c1NC(=O)c1cccs1 | 6% | 1% | 21% | -1% | -24 | -13% | 2%
O=C(/C=C/[C@H]1O[C@@H](n2ccc(=O)[nH]c2=O)[C@H](O)[C@@H]1O)NCCCc1ccccc1 | x | x | x | 10% | 2 | x | 0%
O=c1ccnc(S/C=C/c2ccccc2)[nH]1 | -20% | -4% | 3% | 2% | 2 | -18% | -17%
O=C1C2CC=CCC2C(=O)N1c1ccc(Cc2ccncc2)cc1 (stereo unspecified) | -2% | u | u | 5% | -25 | -16% | 0%
COc1ccc(/C(O)=C2/C(=O)C(=O)N(c3nc(C)c(C)s3)C2c2ccco2)cc1 (stereo unspecified) | 9% | -12% | 6% | 23% | -12 | -40% | 4%
O=C(CNC(=O)c1cccc(Br)c1)N/N=C/c1cn[nH]c1-c1ccccc1 | 2% | -12% | 2% | 41%[activator] | -30 | -14% | -1%
CCCCn1c(=O)c(C(=O)Nc2nc3ccccc3[nH]2)c(O)c2ccccc21 | -2% | u | 7% | x | x | -13% | x
Nc1ncn(C(=S)Nc2ccccc2)n1 | x | x | 10% | 34%[activator] | -31 | x | 3%
CCN(CC)S(=O)(=O)c1cccc(C(=O)OCC(=O)c2ccc3c(c2)OCCO3)c1 | 3% | -13% | 0% | 3% | 48 | -16% | -6%
Cc1cc(/C=N/n2cnnc2)c(C)n1-c1ccc(Cl)cc1Cl | 6% | 5% | -20% | -14% | u | 128%[activator] | 2%
Cc1ccc(-c2csc(NC(=O)c3ccccc3F)c2C(=O)O)cc1 | -4% | 2% | 17% | -1% | 48 | -35% | 10%
CC1CCCCN1S(=O)(=O)c1ccc2c(c1)oc(=O)n2CC(=O)Nc1ccc(Cl)cc1 (stereo unspecified) | x | 7% | x | x | -8 | x | 3%
COCCN1C[C@@H](CO)O[C@@H](n2cnc3c(NC4CCC4)ncnc32)C1 | x | x | x | -5% | 6 | x | -10%
OC(c1ccccc1)(c1ccccc1)c1nccn1-c1ccccc1 | x | x | -3% | -5% | -1 | x | -2%
O=C(COc1ccc(S(=O)(=O)NC2CCCCC2)cc1Cl)NCC1CCCO1 (stereo unspecified) | 6% | u | 12%&-8% | 21% | -15 | 55% | 10%
COc1ccc(OC)c(NC(=O)N2CCCC(C)C2)c1 (stereo unspecified) | -6% | 8% | -26% | -8% | -3 | -7% | -3%
CCOC(=O)c1cc([N+](=O)[O-])c([N+](=O)[O-])cc1NC(C)=O | 5% | -3% | u | -16% | -100* | -24% | 13%
COc1ccc([C@]23Cc4cc(C#N)ccc4[C@H](O2)c2c(cc(C)n(Cc4ccccc4)c2=O)O3)cc1 | -2%[11.5 µM] | -14%[22.9 µM] | x | x | x | -47%[11.4 µM] | x
O=C(c1ccc(Cl)cc1)C1CCN(C(=O)c2ccccc2)CC1 | 0% | u | -18% | -7% | -26 | 35% | -5%
Cc1ccc(-c2cc(-c3ccc4c(c3)NC(=O)CO4)nc3c2COc2ccccc2-3)cc1 | x | 3% | x | x | -2 | x | -1%

The closing 4 compounds of the section before open the next one:
SMILES | LmPK inh | AmpC detergent | HCV inh | AMA1-RON2 inh | HCMV inh | AmpC no deterg | TbPYK inhibitor
CCOC(=O)c1cc([N+](=O)[O-])c([N+](=O)[O-])cc1NC(C)=O | 5% | -3% | u | -16% | -100* | -24% | 13%
COc1ccc([C@]23Cc4cc(C#N)ccc4[C@H](O2)c2c(cc(C)n(Cc4ccccc4)c2=O)O3)cc1 | -2%[11.5 µM] | -14%[22.9 µM] | x | x | x | -47%[11.4 µM] | x
O=C(c1ccc(Cl)cc1)C1CCN(C(=O)c2ccccc2)CC1 | 0% | u | -18% | -7% | -26 | 35% | -5%
Cc1ccc(-c2cc(-c3ccc4c(c3)NC(=O)CO4)nc3c2COc2ccccc2-3)cc1 | x | 3% | x | x | -2 | x | -1%
COCCN1C(=O)N[C@@H](c2ccccc2)[C@@H](C(=O)OC)[C@H]1C | -7%[11.5 µM] | x | -2% | 10% | -15 | x | -2%
O=C(CSc1nc2[nH]ncc2c(=O)n1-c1ccccc1)c1ccc2c(c1)OCCO2 | -1% | u | u | 24% | -1 | 1% | -20%
Cc1cccc(OCc2nnc(SCC(=O)OC3CCCCC3)o2)c1 | 1% | u | 16% | 6% | 1 | 11% | 5%
CCCCN(C)C(=O)C1CCCN(S(=O)(=O)c2ccc3c(c2)CC(C)N3C(=O)C2CC2)C1 (stereo unspecified) | 0% | 4% | -24% | 12% | -40 | 133%[activator] | 7%
CC(C)(O)C#Cc1ccc(CN2CCN(Cc3ccccc3)C(CCO)C2)s1 (stereo unspecified) | 4% | -5% | 0% | 14% | -35 | 55% | 0%
CC(C)(C)C(=O)NC(NC(=O)C(C)(C)C)c1ccc([N+](=O)[O-])cc1 | -1% | -2% | 27% | 25% | -24 | -29% | -2%
O=C(N/N=C/c1ccc(-c2cccc([N+](=O)[O-])c2)o1)c1ccc([N+](=O)[O-])cc1 | -1% | 1% | 10µM* | 0% | u | -42% | 3%
CCOc1cccc(NC(=O)c2sc3nc(-c4ccc(F)cc4)ccc3c2N)c1 | x | 30%[activator] | x | x | -12 | x | 2%
CCOc1ccc(N(CC(=O)NCCc2ccccc2)C(=O)CCC(=O)Nc2nccs2)cc1 | -8% | -7% | -6% | -9% | u | 48% | -2%
CCn1c(Nc2ccccc2Cl)nc2ccccc21 | -4% | -10% | -23% | 12% | -6 | -29% | -8%
Cc1ccc(NC(=O)Nc2c(C)n(C)n(-c3ccccc3)c2=O)cc1 | 5% | 2% | 11% | -9% | -2 | -18% | -8%
CCCCN(CC)CCCn1cnc2c([nH]c3ccc(Cl)cc32)c1=O | x | -8% | x | x | -4 | x | -1%
C=C1CCN([C@@H](C)C(=O)NCCCCCC)S(=O)(=O)c2ccccc21 | 13% | 5% | 14% | 10% | 4 | 7% | 4%
